High-throughput results from PubChem.
M4 antag – human M4 muscarinic receptor antagonists, primary screen, CHO cells, Fluo-8 calcium fluorescence. AID 624125, 2012. Muscarinic acetylcholine receptor M4 (Homo sapiens), P08173. 360,000 compounds, 0.73% hits. CHO-hM4 cells, ACh EC80. inhibition, % at 3 µM;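 active = inhibition above its plate's cutoff, the mean inhibition of sample wells plus 3 SD, cut at about 27% in these data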;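 note: 0% = acetylcholine EC80 with DMSO and 100% = DMSO without agonist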
Target sequence (P08173 whole entry, looked up): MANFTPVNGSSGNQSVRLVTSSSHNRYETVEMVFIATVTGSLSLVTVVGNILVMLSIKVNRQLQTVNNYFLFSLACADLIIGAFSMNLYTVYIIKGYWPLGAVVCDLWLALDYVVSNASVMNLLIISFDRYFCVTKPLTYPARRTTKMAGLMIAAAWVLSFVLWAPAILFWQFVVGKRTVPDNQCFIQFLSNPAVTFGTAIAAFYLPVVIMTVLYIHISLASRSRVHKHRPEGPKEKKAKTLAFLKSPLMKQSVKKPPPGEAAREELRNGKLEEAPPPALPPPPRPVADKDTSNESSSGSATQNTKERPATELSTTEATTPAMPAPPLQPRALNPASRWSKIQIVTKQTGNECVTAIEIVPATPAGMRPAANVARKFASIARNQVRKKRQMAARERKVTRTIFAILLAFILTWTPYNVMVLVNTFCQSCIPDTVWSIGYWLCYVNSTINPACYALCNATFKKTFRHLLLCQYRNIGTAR
CHRM5 PAM – human M5 muscarinic receptor positive allosteric modulators, primary screen, CHO-K1 cells, Fluo-8 calcium fluorescence | Muscarinic acetylcholine receptor M5 (Homo sapiens), P08912 | CHO-K1 hM5, ACh EC20 PAM; 0% = ACh EC20, 100% = ACh EC100 | activation, % at 3 µM | 360,000 compounds, 0.3% hits | AID 624038, 2012;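 active = activation above the run cutoff, the mean activation of all test compounds plus 3 SD, cut at about 18% in these data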
Target sequence (P08912 whole entry, looked up): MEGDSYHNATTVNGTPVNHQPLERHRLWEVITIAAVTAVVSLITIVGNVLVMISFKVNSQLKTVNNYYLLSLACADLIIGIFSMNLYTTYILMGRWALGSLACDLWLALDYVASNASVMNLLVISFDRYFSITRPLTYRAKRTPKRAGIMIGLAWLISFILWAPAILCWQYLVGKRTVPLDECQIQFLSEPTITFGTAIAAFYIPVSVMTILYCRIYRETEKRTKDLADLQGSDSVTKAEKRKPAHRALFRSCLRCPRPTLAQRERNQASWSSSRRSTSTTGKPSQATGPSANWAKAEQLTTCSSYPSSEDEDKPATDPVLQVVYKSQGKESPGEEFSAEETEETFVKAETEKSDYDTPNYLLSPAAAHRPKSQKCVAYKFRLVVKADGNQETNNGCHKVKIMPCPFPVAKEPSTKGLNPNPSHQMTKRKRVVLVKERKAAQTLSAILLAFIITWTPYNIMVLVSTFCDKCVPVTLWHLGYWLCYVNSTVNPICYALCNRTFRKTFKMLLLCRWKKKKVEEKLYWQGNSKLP
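Assay system – human M5 receptor in CHO-K1 cells · Read-out – % activation, ACh-normalized · Technique – Fluo-8 calcium fluorescence · Dosing – single-point, 3 µM nominal · Incubation – Fluo-8 loading 80 min at 37 °C plus 30 min room temperature · Repeats – singlicate, one well per test compound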
CHRM5 antagonist – human M5 muscarinic receptor antagonists, primary screen, CHO cells, Fluo-8 calcium fluorescence. Muscarinic acetylcholine receptor M5 (Homo sapiens), P08912. CHO-hM5 cells, ACh EC80. inhibition, % at 3 µM. 360,000 compounds, 0.59% hits. AID 624040, 2012;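 active = inhibition above a per-plate cutoff, the mean of that plate's test compounds plus 3 SD, cut at about 27% in these data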;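 note: 0% = acetylcholine EC80 with DMSO and 100% = DMSO without agonist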
M4 PAM – human M4 muscarinic receptor positive allosteric modulators, primary screen, CHO-K1 cells, Fluo-8 calcium fluorescence | Muscarinic acetylcholine receptor M4 (Homo sapiens), P08173 | CHO-K1 hM4/Gqi5, ACh EC20; 0% = ACh EC20, 100% = maximal ACh | activation, % at 3 µM | 360,000 compounds, 0.4% hits;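 active = activation above its plate's cutoff, the mean activation of sample wells plus 3 SD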; note: some results filed as inactive read as strong as hits
CHO-K1 Ca PAM – nonselective calcium activators in parental CHO-K1 cells, primary screen, counter-screen for M1 PAM project, cell-based, Fluo-8 calcium fluorescence, full deck, 1536-well | 360,000 compounds, 0.02% hits | activation, % at 3 µM | AID 602247, 2012 | ATP EC20; 0% at ATP EC20, 100% at ATP max;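 active = activation above the run cutoff, the mean activation of all test compounds plus 3 SD, cut at about 40% in these data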;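 note: peak over basal fluorescence ratio in a 140 s read after ATP addition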
CHO-K1 Ca antag – counter-screen for M1 antagonists: effect in parental CHO-K1 cells; ATP-induced calcium, Fluo-8 fluorescence; 360,000 compounds, 0.6% hits; inhibition, % at 3 µM; AID 602250;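 active = inhibition above a per-plate cutoff, the plate's mean sample inhibition plus 3 SD, cut at about 24% in these data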;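 note: 0% = DMSO plus EC80 ATP and 100% = DMSO alone without ATP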
M1 ag parental – counter-screen for M1 agonists: effect in parental CHO-K1 cells; 360,000 compounds, 0.48% hits; AID 602248, 2012; activation, % at 3 µM; Fluo-8 calcium fluorescence; scaled to maximal ATP response, vehicle zero; in the data active = activation above about 15%;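 note: untransfected CHO-K1 host cells lacking M1 receptor as counterscreen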
M4 ag – human M4 muscarinic receptor agonists, primary screen, CHO-K1 cells, Fluo-8 calcium fluorescence; Muscarinic acetylcholine receptor M4 (Homo sapiens), P08173; 360,000 compounds, 0.14% hits; CHO-K1 hM4/Gqi5; vehicle 0%, full acetylcholine response 100%; activation, % at 3 µM;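 active = activation above the run mean over all test wells plus 3 SD, cut at about 32% in these data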;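 note: peak over basal fluorescence ratio per well then scaled between controls; 0% = DMSO wells and 100% = acetylcholine at EC100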
CHRM5 agonist – human M5 muscarinic receptor agonists, primary screen, CHO-K1 cells, Fluo-8 calcium fluorescence. CHO-K1 hM5 cells; 0% DMSO wells, 100% maximal acetylcholine response. activation, % at 3 µM. 360,000 compounds, 0.19% hits. AID 624037, 2012;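 active = activation above the run's mean over test compounds plus 3 SD, cut at about 23% in these data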;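 note: signal is peak over basal fluorescence ratio across the kinetic read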
* marks the source's active call; other numbers are inactive results; . = no result given.

SMILES	M4 antag	CHRM5 PAM	CHRM5 antagonist	M4 PAM	CHO-K1 Ca PAM	CHO-K1 Ca antag	M1 ag parental	M4 ag	CHRM5 agonist
CCOC(=O)C(=CN=C(N)Nc1nc2ccccc2o1)C(=O)OCC	-1.6	-4.1	-5.7	20.5*	18.7	-7.4	-0.1	0.2	-1.9
O=S(=O)(c1ccccc1)N1CCN(C(=S)NCc2ccccc2)CC1	-6.2	1.0	6.0	-0.8	-3.4	1.6	2.1	3.5	0.1
CC[C@@]1(C(=O)OC)N[C@H](CN(C)C(=O)Nc2ccc(OC)cc2)[C@@H]2C(=O)N(Cc3ccccc3)C(=O)[C@@H]21	-16.6	-2.7	-6.4	-2.5	-1.0	-0.5	-0.2	0.8	0.1
O=C(O)c1cc(=O)[nH]c2c(Cl)cccc12	8.7	3.9	2.7	7.5	17.6	-8.3	2.1	1.1	0.6
Cc1cc(N(C)Cc2ccccc2)nc(-c2ccccc2)n1	-8.2	-3.2	5.0	-1.4	19.2	-11.7	0.9	-2.7	-14.9
Nc1ccc2nc(-c3ccccc3)c(-c3ccccc3)nc2c1	8.6	-4.6	3.7	-2.9	-21.5	11.7	3.0	11.3	15.9
COc1ccccc1-c1noc(CCC(=O)Nc2cccc(C)c2)n1	9.9	-3.9	8.5	-3.6	2.5	-3.1	2.0	2.2	-0.8
COc1cc(C2N(c3ccccc3)CCN2c2ccccc2)ccc1OC(C)=O	-6.0	1.2	-4.1	10.2	13.3	-6.1	0.1	-1.2	-5.9
CC1(C(=O)NCc2ccccc2)CN(S(C)(=O)=O)CC(=O)N1Cc1cccs1 (centres undefined)	-9.2	13.0	-11.9	20.5	.	.	.	3.9	6.1
CN1C(=O)/C(=C/c2ccc(O)c([N+](=O)[O-])c2)N(C)C1=S	7.2	-0.2	4.0	0.7	19.9	-13.6	0.0	-0.1	0.5
CCc1cc(C(c2ccccn2)N2CCN(C)CC2)c(NC(=O)c2ccccc2)s1 (centres undefined)	-10.4	-3.7	5.7	2.7	25.1	-7.0	0.2	1.4	-3.2
C=CCNC(=O)CN(CCc1ccccc1)S(=O)(=O)c1ccccc1	-5.0	-1.2	5.2	5.2	6.9	-7.8	3.9	5.6	-1.2
O=C(COc1ccccc1)c1cn(CC(=O)N2CCOCC2)c2ccccc12	3.6	0.5	0.1	9.3	10.9	-4.4	1.0	1.6	0.3
CC1CN(C(=O)c2ccccc2C(=O)c2ncc[nH]2)CC(C)O1 (centres undefined)	3.1	2.8	4.5	-1.2	10.4	4.6	5.5	0.2	1.1
Cc1ccc(-c2nnc(SCC(=O)CC(=O)Nc3ccccc3)n2C)cc1	7.2	-1.9	-1.9	-3.4	16.4	-0.8	0.3	1.7	-0.9
O=C(CCn1nc(-c2ccccc2)c2ccccc2c1=O)N1CCN(c2ccccc2)CC1	1.0	-5.4	-5.2	-0.1	13.7	-4.2	2.5	3.9	-4.5
COc1cccc(CN2CCN(C3CCN(c4ccccc4F)CC3)CC2CCO)c1 (centres undefined)	-4.8	18.0	3.2	-0.6	-1.7	-4.4	2.0	4.0	-11.2
O=C1NCCN1C(=O)c1ccco1	2.6	-5.3	-2.0	4.4	8.6	1.7	-0.2	0.8	2.6
COc1ccccc1-c1ccc2nnc(SCC(=O)N3CCCC3)n2n1	5.0	-0.6	0.1	-1.7	-1.0	7.8	-1.0	-2.0	-4.1
Cc1ccccc1CSCCNC(=O)c1ccc(N(C)S(=O)(=O)c2ccccc2)cc1	-5.1	-16.1	2.0	-22.9	6.3	-7.3	4.8	7.6	-1.3
CCOc1ccc(NC(=O)CN2C(=O)COc3ccc(S(=O)(=O)N4CCCC4)cc32)cc1	8.0	-0.7	0.7	-2.8	0.4	-9.3	-0.7	-0.2	-5.1
Cc1ccc(S(=O)(=O)Cc2ccc(C(=O)NCCc3ccccc3)o2)cc1	-9.5	-4.9	13.6	-3.0	-1.9	-7.2	2.5	4.0	-3.9
CCOc1ccccc1NC(=O)CSc1nccn1-c1ccccc1	-0.9	2.5	-8.4	0.9	10.8	-12.5	0.4	0.7	-3.2
O=C(COc1ccccc1)NCC(c1ccco1)N1CCCCC1 (centres undefined)	-6.3	-1.6	-6.1	20.2	-12.3	-6.2	0.0	1.1	-4.5
Cc1nc(CNS(=O)(=O)c2ccc(Oc3ccccc3)cc2)cs1	22.2	-18.0	17.7	-8.7	-8.0	8.1	12.2	9.9	6.8
COc1ccccc1N1CCN(C(=O)c2coc(=O)c(Br)c2)CC1	5.2	2.2	0.7	-3.5	15.7	-11.7	1.1	0.6	-7.2
Cc1ccc2nc(-c3ccccn3)cc(C(=O)NCCc3ccc(F)cc3)c2c1	-6.9	-3.0	13.3	6.9	-12.2	2.7	0.7	2.5	-3.2
COc1ccc(NC(=S)N2CCC(NC(=O)c3cccc(F)c3)CC2)cc1	9.3	5.0	-1.1	5.6	-3.8	-0.6	0.1	1.3	-3.4
CC(C)(C)c1ccc(/C=N/N2CCN(c3ccccn3)CC2)cc1	-2.7	-5.5	4.7	-3.7	19.7	-7.4	0.6	0.7	-1.2
Cc1cc(N2CCN(Cc3cn(C)nc3-c3cccc(Cl)c3)CC2)cc(C)n1	13.9	-0.9	15.8	-11.1	-12.5	-17.8	1.3	3.0	-8.6
O=S(=O)(c1ccc(Cl)cc1)N1CCC(O)(c2cccnc2)CC1	1.0	-4.7	18.6	-2.8	10.0	-11.5	0.2	1.8	3.0
CCSc1nnc(NC(=O)Cc2ccc(OC)c(OC)c2)s1	7.4	0.5	8.8	14.7	7.4	-4.2	1.1	1.6	-1.4
CCCc1nnc(SCC(=O)NC2CC2)n1CC	-1.3	5.0	-10.1	1.9	12.9	-10.9	0.0	2.4	-1.4
CN1CCN(C(=O)c2ccccc2-c2nc(-c3ccccc3)no2)CC1	-7.0	9.0	-3.1	5.0	27.1	-15.9	1.6	2.8	0.5
CCC(C)c1ccc(NC(=O)CSc2nncn2N)cc1 (centres undefined)	-2.9	2.7	-3.5	4.7	10.0	-14.7	0.2	1.5	0.9
COc1cc(/C=C(\C#N)C(=O)NC2CCCCC2C)ccc1OS(=O)(=O)c1ccc(C)cc1 (centres undefined)	3.2	-4.3	4.5	-13.0	12.8	1.0	1.2	2.4	0.7
COC(=O)[C@]12CCCCC=C1N(Cc1ccccc1)C(=O)[C@H](CC(=O)N1CCCCC1)C2	-5.5	-13.9	7.0	-4.0	14.5	-2.7	6.0	22.1	4.9
CCOC(=O)N1CCN(C(=O)c2ccc(Cl)c(S(=O)(=O)N3CCOCC3)c2)CC1	4.8	-15.8	-10.7	3.2	21.9	-15.6	0.4	0.0	3.6
Cc1ccc(NC2c3ncccc3C(=O)N2c2ccccc2C)cc1C (centres undefined)	6.7	2.0	-0.6	-2.1	1.4	-6.1	0.4	-0.7	0.6
C#CCN(C(=O)c1ccc(OC2CCN(C(=O)CCOC)CC2)cc1)C1CCCCC1	0.8	-1.4	10.1	-3.2	9.9	-1.6	2.5	3.6	3.1
O=C(CSc1cccc2cccnc12)Nc1ccc(S(=O)(=O)N2CCOCC2)cc1	2.5	8.1	-1.7	6.5	9.2	-9.1	1.4	4.2	1.8
CC(C)CNc1oc(-c2ccco2)nc1C#N	1.6	-5.5	2.6	-5.0	-4.0	-12.4	0.1	1.5	-2.6
COC(=O)c1cnc(Nc2nc(C(N)Cc3ccccc3)cs2)nc1C(F)(F)F (centres undefined)	-17.3	-2.5	6.5	-1.9	6.5	7.4	1.3	18.0	4.8
CC(=O)c1cc(CCC(=O)NC2CCCCCC2)oc1C	-8.5	0.2	13.4	-9.5	10.9	-5.9	-0.6	1.1	-5.2
CC(C)c1ccc(N2C(=NC(=O)C3CC3)SC3CS(=O)(=O)CC32)cc1 (centres undefined)	-14.5	-9.2	12.2	10.8	24.2	-4.9	0.6	1.4	-5.4
CCN(CC(=O)Nc1ccccc1C(F)(F)F)C(=O)CSCc1ccc(C)cc1	-4.0	-6.2	3.9	-3.3	1.4	-0.1	6.1	11.8	5.3
CC/C(=N\NC(=S)Nc1ccc(OC)cc1)c1ccc(OC(F)F)cc1	-10.4	-4.2	1.1	4.8	16.0	-8.2	1.2	1.5	-1.6
Clc1ccc(-c2nnc(-c3ccc(Br)o3)o2)c(Cl)c1	-10.5	1.1	-2.9	3.1	2.6	-20.9	-0.3	1.2	-1.8

Part of the list above in order of formula weight, ascending.
SMILES	M4 antag	CHRM5 PAM	CHRM5 antagonist	M4 PAM	CHO-K1 Ca PAM	CHO-K1 Ca antag	M1 ag parental	M4 ag	CHRM5 agonist
CC(=O)c1cc(CCC(=O)NC2CCCCCC2)oc1C	-8.5	0.2	13.4	-9.5	10.9	-5.9	-0.6	1.1	-5.2
CCC(C)c1ccc(NC(=O)CSc2nncn2N)cc1 (centres undefined)	-2.9	2.7	-3.5	4.7	10.0	-14.7	0.2	1.5	0.9
COc1cc(C2N(c3ccccc3)CCN2c2ccccc2)ccc1OC(C)=O	-6.0	1.2	-4.1	10.2	13.3	-6.1	0.1	-1.2	-5.9

Next section:
SMILES	M4 antag	CHRM5 PAM	CHRM5 antagonist	M4 PAM	CHO-K1 Ca PAM	CHO-K1 Ca antag	M1 ag parental	M4 ag	CHRM5 agonist
Cc1nc2ccccc2c2oc(C(=O)Nc3ccc4c(c3)OCCO4)cc12	-8.6	2.5	-4.3	3.8	6.5	1.7	0.2	0.5	1.7
CCCN1C(=O)/C(=C/c2ccco2)SC1=Nc1ccc(OC)cc1	-0.1	-0.1	3.2	3.9	11.2	-9.1	0.3	-1.0	-3.9
COc1ccccc1C(c1nnnn1C(C)(C)C)N1CCN(Cc2ccccc2)CC1 (centres undefined)	-0.8	2.4	-2.1	2.9	19.3	-11.1	0.4	1.2	-7.2
N#Cc1nc(COc2ccccc2)oc1N1CCN(c2cccc(Cl)c2)CC1	-15.9	4.3	-13.6	8.2	9.9	-9.4	0.2	0.6	-5.5
CC(C)(C)N(NC(=O)Nc1ccccc1)C(=O)c1ccccc1Cl	5.7	-5.4	-0.7	5.4	19.8	-12.6	0.3	1.1	-1.4
O=C1NCCN1CCNS(=O)(=O)c1cc(C(F)(F)F)cc(C(F)(F)F)c1	-2.2	-7.9	18.0	8.2	-5.4	-8.1	0.2	0.7	-2.0
CC(=O)c1ccc(NC(=O)c2cn(C)c(=O)c3ccccc23)cc1	-4.9	-5.1	-1.5	-4.2	7.9	-8.7	2.0	1.1	1.6
COc1ccc(Cl)cc1NC(=O)C(C)OC(=O)Cn1cc(C(F)(F)F)ccc1=O (centres undefined)	1.2	-1.0	0.3	5.2	7.5	-15.5	1.1	0.4	2.6
O=C(/C=C/c1ccc(S(=O)(=O)NCc2ccco2)cc1)N1CCN(c2ccccc2)CC1	-4.6	-11.2	5.7	-1.4	12.0	-3.9	3.2	6.8	-3.9
N=c1c(S(=O)(=O)c2ccc(Br)cc2)cc2c(=O)n3ccccc3nc2n1C1CCCCC1	6.8	-4.4	5.4	-1.5	-13.7	-6.9	0.9	0.4	-2.6
